hcDAF12 agonist – activators of H. contortus DAF-12 nuclear receptor; HEK293 hcDAF-12 lit1-tk-luc reporter, luminescence; 0% DMSO, 100% Δ7-dafachronic acid; activation, % at 6.8 µM; actives 1.4% (n = 370,000); AID 652067;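 active = activation above the mean of all tested compounds plus 3 SD, cut at about 5.5% in these data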;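 note: 100% = response to 3 µM Δ7-dafachronic acid high control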
PLCb3 inh – PLC-beta3 (human) inhibition, primary screen. Q01970. Purified PLC-beta3, fluorogenic substrate, fluorescence. inhibition, % at 12.2 µM. actives 0.18% (n = 370,000). AID 720704; in the data active = inhibition above about 11%;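 note: 0% = median of compound wells on plate and 100% = full blocker control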
GAA850 FXN act – increases GAA850 frataxin promoter reporter activity | HEK293 lucGAA850 FXN promoter luciferase reporter, 24 h; percent of 10 µM SAHA response | activation, % at 6 µM | actives 0.56% (n = 360,000);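 active = activation above the average of all compounds screened plus 3 SD, cutoff fixed separately per campaign, cut at about 7.5% in these data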;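 note: 0% = DMSO wells and 100% = 10 µM SAHA wells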
DAX1 inh-1 – DAX1 (NR0B1) inhibition, primary screen; inhibition, % at 6.8 µM; actives 1.1% (n = 370,000); HEK293T StAR-luciferase reporter, SF-1/DAX-1 repression relief; AID 652010;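 active = inhibition above the mean over all tested compounds plus 3 SD, cut at about 3.6% in these data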;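 note: 0% = DAX-1 cells with DMSO and 100% = cells lacking DAX-1 with DMSO; higher inhibition means more luminescence from relief of DAX-1 repression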
ADAM17 inh – inhibits human ADAM17; recombinant ADAM17, EDANS/DABCYL FRET peptide cleavage; actives 0.83% (n = 370,000); P78536; inhibition, % at 6.95 µM;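 active = inhibition above the mean of compounds lying between control limits plus 3 SD, set per campaign, cut at about 8.5% in these data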;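 note: 0% = DMSO-only wells as the low control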
ssDAF12 agonist – activators of S. stercoralis DAF-12 nuclear receptor | HEK293 ssDAF-12/GRIP1 lit1-tk-luc reporter, luminescence; % of 3 µM dafachronic acid response | activation, % at 6.8 µM | actives 1% (n = 370,000) | AID 652126;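 active = activation above the mean over all tested compounds plus 3 SD, cut at about 0.9% in these data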;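 note: 0% = DMSO-only wells and 100% = 3 µM delta7-dafachronic acid wells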
DAX1 inh-2 – inhibits human nuclear receptor DAX1 | HEK293 Gal4-DAX1 luciferase reporter, luminescence | inhibition, % at 6.75 µM | actives 0.99% (n = 340,000) | AID 504766;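 active = inhibition above the mean over all tested compounds plus 3 SD, cut at about 4.2% in these data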;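 note: 0% = DAX1-transfected cells with DMSO and 100% = empty-vector control cells with DMSO; inhibition shows as a rise in luminescence from relieved DAX1 repression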
hgDAF12 agonist – hgDAF-12 agonism, primary luciferase screen; actives 1.8% (n = 370,000); activation, % at 6.8 µM; AID 687014; HEK293 GAL4-hgDAF12 UAS-luciferase reporter, agonist luminescence; normalized to butyrate control;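 active = activation above a cutoff set at the mean of all screened compounds plus 3 SD, cut at about 10% in these data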;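 note: 0% = DMSO wells and 100% = sodium butyrate wells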
HGIII-sPLA2 inh – Inhibits HGIII-sPLA2 liposome hydrolysis, primary screen; inhibition, % at 12.2 µM; Q9NZ20; AID 743126; QFRET BODIPY PC-A2 liposome hydrolysis, fluorescence; actives 0.56% (n = 370,000);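 active = inhibition above mean plus 3 SD of compounds lying within the high and low control bounds, cut at about 19% in these data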;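 note: 0% = median of test compound wells and 100% = no enzyme DMSO wells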
ADAM10 inh – inhibitors of human ADAM10; O14672; recombinant ADAM10, EDANS/DABCYL FRET peptide cleavage, 3 h; inhibition, % at 7 µM; actives 0.62% (n = 370,000);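 active = inhibition above a per-campaign cutoff equal to the mean of compounds falling between control-based bounds plus 3 SD, cut at about 20% in these data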;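 note: 0% = DMSO wells while the 100% control is not disclosed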
PLCg1 inh – inhibitors of human phospholipase C gamma1. inhibition, % at 12.2 µM. purified PLC-gamma1, fluorogenic substrate, fluorescence. actives 0.84% (n = 370,000). P19174; in the data active = inhibition above about 9.5%
The depositor's hits bear a star; i = inactive; . = no result given.

Compound	hcDAF12 agonist	PLCb3 inh	GAA850 FXN act	DAX1 inh-1	ADAM17 inh	ssDAF12 agonist	DAX1 inh-2	hgDAF12 agonist	HGIII-sPLA2 inh	ADAM10 inh	PLCg1 inh
C[C@@H]1COc2cccc(N3CCN(Cc4ccccc4F)CC3)c2S(=O)(=O)N1	-2.2	-2.6	.	3.4	-3.0	-1.6	.	-0.9	14.6	-17.4	-1.1
O=C(CSc1nnnn1-c1ccc2c(c1)CCC2)Nc1ccc2c(c1)OCCO2	-2.1	-4.8	2.5	0.6	6.0	-1.4	0.2	1.4	-38.3	19.7	0.7
N/C(=N\c1nc2c(c(=O)[nH]1)CCC2)Nc1cccc2ccccc12	0.1	5.0	0.2	-1.1	-2.5	-1.0	0.1	0.6	2.1	-4.2	2.3
NC(=O)CSCc1ccc(Br)cc1	0.1	-1.9	1.1	1.1	-6.1	-1.2	0.2	2.0	-0.4	-4.8	-4.2
COc1ccc(-c2cc(C(=O)NCc3ccc(F)cc3)[nH]n2)c(C)c1	-0.8	-2.4	-0.7	0.5	0.7	-1.5	.	0.3	-8.1	1.2	1.0
Cc1cc(S(=O)(=O)Nc2ccc(C(=O)NCC3(N4CCCCC4)CCCCC3)cc2)ccc1F	1.1	-3.9	3.5	7.4*	-4.6	-0.5	2.3	1.0	-18.6	-5.8	4.3
CNC(=S)N(CCc1c(C)[nH]c2ccc(C)cc12)Cc1ccco1	1.4	-55.5	-1.6	0.7	-7.8	-1.0	0.9	-1.8	0.8	-17.8	-41.8
CCOc1ccc(-c2c(C(=O)N/N=C/c3ccc(OC(C)C)cc3)nnn2-c2nonc2N)cc1	-3.6	-17.4	2.1	-0.6	3.9	-0.7	-0.2	-1.7	-18.9	4.6	-15.5
CCc1cc(=O)oc2c3c(cc(OCC(=O)NC4CC4)c12)OC(C)(C)CC3	-2.3	i	-1.9	-1.0	i	-1.1	2.6	-2.0	5.9	i	i
N#Cc1ccc(-c2cccnc2)nc1SCC(=O)c1ccccc1	-0.3	-246.2	5.4	0.4	0.7	-1.1	1.1	5.9	-8.0	4.9	-241.8
CCn1c(=O)cc(SCC(=O)N2CCN(C3CCCCC3)CC2)c2ccccc21	0.3	-21.2	0.6	1.8	-4.8	-1.5	2.5	1.1	-6.3	-5.8	-6.5
COc1ccc(Br)cc1C1CC(=O)C(C)C(c2cc(Br)ccc2OC)N1 (centres undefined)	0.3	-3.6	2.4	0.0	1.6	-1.4	-1.1	-2.1	-6.8	6.3	-2.7
O=C(CCc1nnc2ccc(NCc3ccco3)nn12)N1CCCCC1	-0.5	-8.2	0.2	-0.5	-2.7	-0.8	-0.4	-1.2	7.2	-5.8	0.1
CCC(=O)N(Cc1c(C)nn(-c2ccccc2)c1Cl)c1ccc(Cl)cc1	-1.3	-1.7	1.9	-0.3	1.5	-1.7	1.7	2.4	-6.9	-3.0	-0.4
Cc1ccccc1NC(=O)NC1(C(=O)N2CCC(O)CC2)CCCCC1	0.2	-4.4	1.6	-0.3	1.8	-1.4	0.9	-1.2	-1.0	-5.1	1.6
Cc1ccc(S(=O)(=O)N(C)C)cc1NC(=S)Nc1cccc2ccccc12	4.2	-72.2	-0.8	-0.5	-32.5	-0.4	1.0	2.2	0.2	-92.1	-41.7
O=C(CCOc1ccccc1)Nc1ccnn1C1CCN(CCc2ccccc2)CC1	-0.6	-4.2	1.2	-0.4	0.1	-0.7	0.6	-0.8	-14.3	-2.9	1.7
CCN=c1scc(C)n1/N=C/c1ccsc1	1.1	-24.8	0.9	1.7	-2.3	0.6	2.3	9.7	3.2	-3.5	-20.8
COc1ccc(-c2nc3c(c(SCC(=O)N4CCCC4)n2)COC(C)(C)C3)cc1	-1.7	-2.7	0.2	-1.9	2.3	-0.3	0.1	-2.4	-3.3	10.8	3.6
Cc1cc(C)c(NC(=O)CNC(=O)c2ccc3ncsc3c2)c(C)c1	-1.1	-6.8	0.1	-0.2	-0.8	-0.6	0.0	-3.0	-1.3	-5.3	-3.6
CCC(CC)NC(=O)CC(c1ccccc1)c1ccccc1	-0.8	3.3	0.9	-0.2	-0.3	-1.2	1.1	-1.8	-3.4	0.4	-1.6
CC(C)(C)[C@H]1CCC(=O)N([C@H](CSc2ccccc2)Cc2ccccc2)CC1	0.5	6.5	2.1	0.1	2.4	-1.1	0.5	-0.2	-7.0	4.6	2.9
Cc1nn(C)c(C)c1CN(Cc1nc(-c2cc(F)ccc2F)oc1C)C1CC1	-1.5	-1.4	0.1	-0.5	1.1	-0.4	-1.3	2.1	-1.6	-3.0	-1.7
CCc1ccc(S(=O)(=O)ON2C(=O)c3ccccc3C2=O)cc1	0.4	-13.4	-0.7	-0.2	-26.1	-0.9	-0.5	-2.9	4.2	-84.9	-8.4
Cc1nn(C(C)(C)C)c(NC(=O)c2ccccc2)c1C#N	-2.2	-5.8	3.1	-0.9	-4.1	-1.0	-0.5	-0.4	2.8	3.5	-0.2
COc1ccc(S(=O)(=O)NNC(=O)c2ccccc2-n2cccc2)cc1	-0.6	-2.9	0.4	-0.5	-2.1	-0.8	1.0	0.1	0.3	-1.4	-2.4
CCN(CC)CCN(C(=O)c1cc(Cl)sc1Cl)c1nc2cc3c(cc2s1)OCO3	2.8	-6.3	0.1	0.7	2.9	-0.5	0.6	2.7	5.2	-6.3	0.1
CCCCCCNC(=O)O[C@H]1CN(C(=O)OC(C)C)N(C(=O)OC(C)C)[C@@H]2CN(S(=O)(=O)c3ccc(C)cc3)C[C@]12O	-1.8	-2.0	-6.3	4.5*	1.6	-0.9	0.7	-3.5	-5.4	10.0	-2.8
Cc1cc(C(=O)Nc2ccccc2N2CCOCC2)ccc1[N+](=O)[O-]	-1.4	5.2	-1.1	0.4	3.2	-1.1	-0.1	-0.6	-0.1	12.6	4.2
O=C(NCc1ccccc1)C12CN(Cc3ccccc3)CC1C(c1ccc([N+](=O)[O-])cc1)=NO2 (centres undefined)	-1.9	4.2	0.2	-0.5	0.1	-1.2	-0.9	0.2	-4.2	6.1	4.2

Carrying on:
Compound	hcDAF12 agonist	PLCb3 inh	GAA850 FXN act	DAX1 inh-1	ADAM17 inh	ssDAF12 agonist	DAX1 inh-2	hgDAF12 agonist	HGIII-sPLA2 inh	ADAM10 inh	PLCg1 inh
CCCCOCCCN1CC(=O)N2[C@@H](Cc3c([nH]c4ccccc34)C2(C)C)C1=O	-2.2	-4.4	-1.5	-0.4	3.3	-2.3	-1.9	-2.1	-11.3	3.6	1.6
Cc1c(C(=O)N2CCN(S(=O)(=O)c3cc(F)ccc3F)CC2)oc2ccccc12	-1.0	-4.4	1.7	-1.6	-0.5	-1.0	0.1	-2.2	-8.9	-2.7	-4.2
O=C(CNC(=O)c1cccs1)N/N=C/c1ccc(Cl)cc1	-1.6	-2.8	-1.4	-0.3	-2.9	-0.7	-0.4	1.0	18.1	-2.8	6.5
c1ccc(Nc2ncnc3c2oc2ccccc23)cc1	1.1	-96.6	2.6	0.9	-4.1	-0.5	3.3	8.9	-4.3	-11.1	-78.1
Cc1cccc(NC(=O)[C@H](NC(=O)[C@@H]2Cc3ccccc3CN2)c2ccccc2)c1	4.4	-7.9	-0.7	0.1	-2.1	-0.8	-0.2	1.4	-15.4	2.4	0.8
COc1ccc(C(=O)OC(C)C(=O)Nc2cc(C(F)(F)F)ccc2Cl)c(OC)c1OC (centres undefined)	-4.5	2.8	-0.8	-1.0	7.0	-1.6	-1.4	-3.4	-1.8	18.5	2.3
CC(C)c1ccc(C(=O)OC2CCOC2=O)cc1 (centres undefined)	0.0	-1.1	0.8	-0.1	-0.3	-0.4	-0.8	-0.8	-5.3	3.9	0.8
CN(C)C(=O)c1ccc(NC(=O)COC(=O)Cn2cc(C(F)(F)F)ccc2=O)cc1	0.3	-6.8	0.8	0.0	-2.2	-1.7	0.6	2.6	2.8	-13.2	1.1
COc1ccccc1-n1cnnc1SC(C)C(=O)NCC1CCCO1 (centres undefined)	0.9	-7.4	1.3	1.2	-1.3	-1.9	0.2	0.5	12.4	-20.6	4.2
COC(=O)c1c(O)c2c([nH]c1=O)CCCC2	-0.7	2.9	0.1	0.7	0.3	-1.2	0.7	-1.5	1.1	11.2	2.5
CC(C)CCOC(=O)/C(=C/c1ccco1)NC(=O)/C=C/c1ccccc1	-0.9	-14.5	0.4	-0.9	4.4	-1.6	-0.3	-0.3	-7.8	5.1	-5.2
O=C(CCCO)NNc1c2ccccc2nc2ccccc12	-0.5	-33.9	1.8	0.4	-82.4	-1.1	1.2	0.5	-2.7	-167.5	-25.4
CC(C)OC(=O)C1Cc2ccccc2CN1S(=O)(=O)c1cccs1 (centres undefined)	0.0	1.6	0.5	0.4	0.3	-0.8	1.6	1.7	3.2	15.6	7.9
CCOC(=O)c1ccc(NC(=O)N2CCN(CCc3ccccc3)CC2)cc1	-0.6	9.8	0.0	-0.4	7.1	-1.3	-0.4	-2.0	-24.1	2.4	6.6
CN1OC[C@@H]2CN(S(=O)(=O)c3ccccc3)[C@H](c3ccc(N4CCCCC4)cc3)C[C@@H]21	-2.5	-1.9	.	-0.5	4.4	-0.8	.	-3.1	4.3	-20.4	0.0
CN(Cc1ccc(Cl)c(Cl)c1)C(c1cc2ccccc2o1)c1nnnn1C(C)(C)C (centres undefined)	-1.0	-0.9	.	-1.8	0.3	-0.7	.	-0.7	-1.1	2.7	1.2
CCOC(=O)C1CCCN(CC(=O)/C=C2/N(C)c3ccccc3C2(C)C)C1 (centres undefined)	-2.0	-112.4	-0.2	-0.2	-32.7	-1.2	-1.3	-1.2	10.2	-90.9	-86.5
O=C(NCc1ccc(F)cc1)N1CCN(C(=O)c2ccccc2)CC1	0.7	-4.3	-0.8	0.4	-3.7	-0.8	1.2	0.8	11.1	-13.2	-2.5
COc1ccccc1C(=O)COC(=O)/C=C/c1ccccc1	1.7	-3.2	6.1	3.2	-1.4	-0.5	1.2	7.8	-16.4	15.1	9.6*
COc1ccccc1OCC(=O)Nc1cc(Cl)ccc1Oc1ccccc1	1.5	3.8	0.6	-0.3	4.2	-0.6	0.1	0.5	1.3	6.3	2.5
Cc1cccc(N2CC(C(=O)OCc3ccc([N+](=O)[O-])cc3)CC2=O)c1 (centres undefined)	-0.5	-3.0	2.5	0.0	2.2	-0.7	-0.6	1.4	-4.0	6.2	3.9
COC[C@@H]1CCCN1[C@H]1CS(=O)(=O)N[C@@H]1COCc1ccccc1	0.0	1.8	.	-0.7	-2.3	-1.4	.	1.3	-3.4	-1.6	0.7
Cc1ccc(C)c(OCC(=O)Nc2ccc(S(=O)(=O)Nc3ccccn3)cc2)c1	0.3	-11.3	0.3	0.7	-5.2	-0.2	-1.2	-0.1	-13.7	-10.1	-9.9
CCCn1c(N)c(N(CCOC)C(=O)CSc2ccccc2)c(=O)[nH]c1=O	-0.4	-2.9	0.3	3.1	-2.4	0.1	-0.3	2.1	1.2	-39.8	3.9

Screening data as filed in PubChem.
